UTI89 phage lysis = inhibition of K1F phage lysis, E. coli UTI89, bacterial capsule biogenesis inhibitors, alamar blue (AID 488966); E. coli UTI89 K1F phage lysis, alamar blue, 2 h; higher % means a stronger effect; inhibition, % at 100 µM, or IC50 in µM where a hit was titrated; actives 0.02% (n = 340,000);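 active means phage lysis inhibition, versus mean bacterial control, above a set limit; inconclusive means no clear call, values can overlap the other calls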;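 further: capsule biogenesis inhibitors block K1F phage lysis so surviving cells raise fluorescence; higher fluorescence means more inhibition of phage lysis; actives were called in the ten point dose series up to 300 µM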
West Nile antiviral = West Nile virus antiviral activity, cell-based, CPE readout (AID 1621); West Nile virus-infected cells, CPE inhibition; higher % means a stronger effect; CPE inhibition, % at 10 µM; hits with a dose series show IC50 in µM; actives 0.02% (n = 290,000); in the data active means a potency from the dose series; inconclusive means CPE inhibition mostly from about 3.7% at the one dose, without a potency; inactive means the rest, 99 in 100 with CPE inhibition below about 2.2%; further: strong numbers were not always called active
Siah-1 displacement = blockers of Siah-1 interaction with plectin peptide – biochemical, fluorescence polarization, rhodamine-plectin, uHTS, primary screen (AID 1817) | Siah-1 / rhodamine-plectin peptide fluorescence polarization; higher % means a stronger effect | one-dose displacement, % at 20 µM; IC50 in µM for titrated hits | actives 0.02% (n = 290,000);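 active means displacement of at least 50% at 20 µM, with a fluorescence ratio check between 0.3 and a set limit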;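 further: plate controls were Siah plus tracer with DMSO for no effect and tracer alone without Siah for full effect; strong numbers were not always called active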
AID2073 = inhibitors of Mint1-CaV2.2 protein interaction, biochemical, HTRF (AID 2073) | inhibition, % at 20 µM; hits with a dose series show IC50 in µM | actives 0.19% (n = 290,000) | HTRF protein-protein interaction, Mint1-CaV2.2; higher % means a stronger effect; in the data active means inhibition mostly above about 51%, no sharp cut-off; inconclusive means no clear call, values can overlap the other calls; inactive means mostly below about 53%; further: some results filed as inactive read as strong as hits
Dengue-2 NS5 capping = Dengue-2 NS5 methyltransferase inhibitors, primary screen, biochemical, confirmation dose response (AID 588689) | actives 0.3% (n = 340,000) | inhibition, % at 25 µM; hits with a dose series show IC50 in µM | Dengue-2 NS5 methyltransferase capping enzyme assay, biochemical; higher % means a stronger effect; in the data active means a potency from the dose series; inconclusive means inhibition above about 29% without an active follow-up result
SV40 large T antigen = TAg ATPase/helicase activity blockers – biochemical (AID 1903) | SV40 large T antigen ATPase/helicase inhibition assay; higher % means a stronger effect | one-dose inhibition, % at 20 µM; IC50 in µM for titrated hits | actives 0.39% (n = 310,000); in the data active means a potency from the dose series; inconclusive means inhibition mostly from about 32% at the one dose, without a potency; inactive means the rest, 99 in 100 with inhibition below about 32%; further: strong numbers were not always called active
Rac1 GTP hydrolysis = MgcRacGAP GTPase-activating activity inhibitors, confirmation, biochemical, ADP Hunter fluorescence | MgcRacGAP-stimulated Rac1 GTP hydrolysis, ADP Hunter fluorescence; higher % means a stronger effect; GST-tagged Rac1 F28L mutant substrate | inhibition, % at 30 µM, or IC50 in µM where a hit was titrated | actives 0.6% (n = 340,000);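 active means first-screen hits whose inhibition reached a set limit at any dose in the follow-up dose series; inconclusive means inhibition above the set first-screen limit but never retested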;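 further: fluorescence reports GDP produced by GAP-driven GTP hydrolysis; strong numbers were not always called active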
NTR1 agonist = agonists of NTR1, primary screen, imaging, U2OS cells, beta-arrestin-GFP, high content (AID 493036); actives 0.17% (n = 330,000); NTR1-U2OS beta-arrestin-GFP spot imaging, agonist mode; activation, % at 20 µM;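 active means activation at or above 40% of the spot to cytoplasm intensity ratio, with at least 20 cells analyzed; inconclusive means wells under 20 cells, flagged as cytotoxic or low count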;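 further: 0% = DMSO without peptide and 100% = 100 nM NTR1 peptide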
Target sequence (P30989 whole entry, looked up): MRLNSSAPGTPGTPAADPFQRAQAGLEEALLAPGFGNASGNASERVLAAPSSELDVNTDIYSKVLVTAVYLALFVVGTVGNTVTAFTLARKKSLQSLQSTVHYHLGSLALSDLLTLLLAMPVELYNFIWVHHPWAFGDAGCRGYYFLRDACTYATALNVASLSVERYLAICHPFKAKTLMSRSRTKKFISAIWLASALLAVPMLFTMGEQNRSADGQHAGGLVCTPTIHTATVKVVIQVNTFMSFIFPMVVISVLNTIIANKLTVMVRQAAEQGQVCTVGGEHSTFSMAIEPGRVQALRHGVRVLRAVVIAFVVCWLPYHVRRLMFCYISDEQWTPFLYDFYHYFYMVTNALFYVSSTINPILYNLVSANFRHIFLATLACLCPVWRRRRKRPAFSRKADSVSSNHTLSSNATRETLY
RSV CPE inhibition = inhibition of RSV-induced cytopathic effect – HEp-2 cells, primary 10 µM value included (AID 2391) | one-dose CPE inhibition, % at 10 µM; IC50 in µM for titrated hits | actives 0.13% (n = 310,000) | HEp-2 cells, RSV-induced CPE inhibition; higher % means a stronger effect; in the data active means a potency from the dose series; inconclusive means CPE inhibition mostly from about 23% at the one dose, without a potency; inactive means the rest, 99 in 100 with CPE inhibition below about 21%; further: strong numbers were not always called active
NTR1 agonist cell count 20 µM = recorded beside NTR1 agonist, whose call it bears; cell count; measured here: cell count, cytotoxicity flag
Dengue-2 NS5 capping pilot replicate = second read-out of Dengue-2 NS5 capping, no call of its own (marks repeat the call); inhibition, %; measured here: pilot screen replicate inhibition
* = called active by the depositor; ? = inconclusive; nt = no result given; [ ] = remark or other dose. No enrichment for hits; about 1.6% have a hit in one of these screens.

SMILES | UTI89 phage lysis | West Nile antiviral | Siah-1 displacement | AID2073 | Dengue-2 NS5 capping | SV40 large T antigen | Rac1 GTP hydrolysis | NTR1 agonist | NTR1 agonist cell count 20 µM | RSV CPE inhibition | others
CC(CNc1ccc([N+](=O)[O-])c2cccnc12)Nc1c([N+](=O)[O-])cc(C(F)(F)F)cc1[N+](=O)[O-] (stereo unspecified) | 0.1% | -0.2% | -5% | 6% | 2% | 1% | 9% | 1.9 | 67 | 5.1%
CC(=O)c1ccc(NC(=O)CSc2nc3ccccc3c(=O)n2CCCN2CCOCC2)cc1 | 0.6%[50 µM] | nt | nt | nt | -4% | nt | 4% | -0.2 | 59 | nt
COc1ccc(OC)c(S(=O)(=O)N2CCCc3ccccc32)c1 | 0.4% | 0.5% | -2% | -7% | 0% | 5% | 9% | 0.4 | 35 | 2.9%
C[C@H](NC(=O)c1ncn(Cc2ccccc2)c1C(=O)N[C@@H](C)c1ccccc1)c1ccccc1 | 0.8% | nt | nt | nt | -6% | nt | 7% | 6.8 | 53 | 6.4%
CCOCCn1ccc2c(OCC(=O)Nc3cc(OC)ccc3OC)cccc2c1=O | 1.1%[50 µM] | nt | nt | nt | -2% | 15% | 7% | 6.7 | 57 | 2.0%
Nc1nc(SCC(=O)Nc2ccc(Br)cc2Br)n[nH]1 | 1.0% | nt | nt | nt | 1% | nt | 1% | -0.4 | 59 | nt
O=C(Cc1n[nH]c(=O)c2ccccc12)NCc1ccc(Cl)cc1 | 0.8% | 0.1% | 10% | -5% | -8% | 10% | -9% | 0.4 | 66 | 4.1%
N#Cc1nc(Cc2cccc3ccccc23)oc1N1CCC(C(N)=O)CC1 | -0.1% | 0.0% | -1% | 1% | -7% | 3% | 11% | -1.9 | 32 | 0.5%
CC(Sc1nnc(-c2ccc(Cl)cc2)n1C)C(N)=O (stereo unspecified) | -0.3% | -0.2% | 2% | -4% | 2% | 5% | 2% | 1.3 | 90 | 2.8%
O=C(NCc1ccccc1C(F)(F)F)C1CC(c2ccc(C(F)(F)F)cc2)=NO1 (stereo unspecified) | -0.3% | -1.1% | 8% | 6% | -9% | 4% | 4% | 1.9 | 82 | 7.2%
COc1ccc(OCC(O)Cn2ccnc2C)cc1 (stereo unspecified) | -0.2% | -0.6% | -8% | 3% | -6% | 11% | -5% | -1.1 | 27 | -1.7%
C/C(=C\c1ccccc1)CN1CCN(C(C)C)C(CCO)C1 (stereo unspecified) | 0.1% | -0.8% | 15% | 6% | -6% | 23% | 10% | -0.5 | 59 | 0.6%
CS(=O)(=O)N1CCC(C(=O)Nc2ccc(F)c(Cl)c2)CC1 | 1.0% | 0.0% | 10% | 8% | -6% | 10% | 6% | -0.2 | 67 | 0.3%
O=C(COC(=O)c1c(Cl)cccc1Cl)NC1CCCCCCC1 | 0.0% | nt | nt | nt | -1% | nt | 4% | 5.5 | 66 | nt
Cc1ccccc1N1CCN(C2CCCN(C(=O)c3cn4c(C)cccc4n3)C2)CC1 (stereo unspecified) | 0.1% | 0.4% | 0% | 8% | -12% | 7% | 9% | 0.1 | 60 | -1.3%
O=C1CS(=O)(=O)N(Cc2ccc(F)cc2)c2ccccc21 | 0.3% | nt | nt | nt | 1% | nt | 2% | 5.7 | 56 | nt | Dengue-2 NS5 capping pilot replicate=-2.4
CCC(=O)N1c2ccc(S(=O)(=O)NCc3ccccc3)cc2CC1C (stereo unspecified) | 2.8% | -2.0% | 4% | 9% | -5% | 9% | 9% | 1.0 | 52 | 13%
O=C(CNc1ccccc1F)N/N=C/C1CC=CCC1 (stereo unspecified) | 0.8% | 0.5% | 0% | 3% | -4% | 4% | 4% | -1.0 | 59 | 0.7%
Cc1c(Cl)cccc1NC(=S)NCc1cccs1 | 0.0% | -1.7% | -10% | -25% | 0% | 15% | 5% | 0.2 | 95 | 4.7%
Cc1ccc(NC(=O)c2cc(S(=O)(=O)c3ccccc3)ccc2Cl)cc1 | -0.4% | -0.6% | 3% | -6% | 1% | -1% | -6% | 1.7 | 46 | 5.2%
O=C(NCc1cn2ccsc2n1)c1c(F)cccc1Cl | 1.5% | -0.1% | 0% | 21% | -1% | -3% | -3% | 0.0 | 61 | 0.5%
COc1ccc(C2CC(c3ccc(Br)cc3)Nc3nc(N)nn32)cc1 (stereo unspecified) | 0.0% | -1.3% | 1% | 13% | -1% | 1% | 12% | 1.8 | 85 | 12%
O=C(O)c1ccc(NC(=S)NC(=O)c2ccc(-c3ccccc3)cc2)cc1 | 2.3% | 0.1% | 31% | 31% | -5% | 26% | -6% | -1.1 | 37 | ?
COc1cc(C(C(=O)NC(C)(C)C)N(C(=O)CNC(=O)c2cccs2)c2cccnc2)cc(OC)c1OC (stereo unspecified) | 0.1% | -0.1% | 0% | 6% | -2% | 7% | 2% | -1.2 | 42 | -0.1%
Cc1nc(N2CCN(c3ccccc3O)CC2)c2c(-c3ccccc3)csc2n1 | 0.7% | 3.0% | 15% | 51% | -3% | 8% | 4% | 14 | 57 | 13%
CCc1cc2cc(C(=O)Nc3ccc(F)cc3)sc2s1 | 0.1% | 0.4% | 21% | 32% | -6% | 25% | 6% | 0.1 | 100 | 1.7%
Cc1cc(C)nc(NS(=O)(=O)c2ccc(NC(=O)C3(c4ccc([N+](=O)[O-])cc4)CCCC3)cc2)n1 | 2.9% | 0.9% | -4% | 6% | 1% | 4% | 13% | 1.7 | 63 | 6.2%
CC(C)CC(=O)Nc1cccc(-c2cn3ccsc3n2)c1 | 0.3% | 0.8% | 0% | -14% | -5% | -9% | 8% | 1.6 | 51 | 1.0%
CCCCN(C(=O)c1ccc([N+](=O)[O-])s1)c1c(N)n(CC(C)C)c(=O)[nH]c1=O | -1.8%[50 µM] | nt | nt | nt | 3% | 21% | 1% | -0.5 | 60 | -1.8%
O=C(Cc1csc(N2CCOCC2)n1)N/N=C/c1ccc(O)c(O)c1O | 2.8% | 0.1% | 36% | ? | >100µM* | 10% | -110% | nt | nt | nt
CCCc1cc(=O)[nH]c2nnc(SCC(=O)NCc3ccc4c(c3)OCO4)n12 | 3.4%[50 µM] | nt | nt | nt | -6% | 3% | 3% | -0.4 | 64 | -1.0%
CC(C)NC(=O)N1CC(c2ccccc2)C(c2ccc(Cl)cc2)=N1 (stereo unspecified) | -0.2% | -1.7% | -2% | 4% | -9% | 10% | 1% | 5.8 | 50 | 11% | Dengue-2 NS5 capping pilot replicate=-6.4
N#Cc1c(C(F)(F)F)cc(-c2ccc(F)cc2)[nH]c1=O | -1.0% | 0.4% | -3% | 28% | 6% | -6% | 5% | -0.7 | 78 | -0.4%
O=C(O)c1ccc(Cl)c(S(=O)(=O)NC(Cc2c[nH]c3ccccc23)C(=O)O)c1 (stereo unspecified) | 0.0% | 0.6% | -4% | 3% | 6% | 7% | 8% | -0.2 | 83 | 2.4%
CC(C)C(C(=O)Nc1nccs1)c1ccc(Cl)cc1 (stereo unspecified) | -2.5% | -1.2% | -2% | -7% | -10% | 26% | -2% | 7.6 | 55 | ?
CC1(c2nnc(-c3ccc(F)cc3)o2)CC(c2c(Cl)cccc2Cl)=NO1 (stereo unspecified) | 1.0% | -0.2% | 0% | 6% | -4% | 13% | 7% | 2.5 | 89 | 8.1%
Cc1cccc2cc(/C=N/NC(=O)[C@H]3C[C@@H]3c3ccccc3)c(Cl)nc12 | 0.0% | -0.1% | -1% | 4% | -13% | 7% | 15% | 8.1 | 72 | 0.4%
COCCCNC(=O)c1ccc2nc(Cc3ccc(OC)cc3)oc2c1 | 0.1% | 0.0% | 0% | 7% | 0% | 12% | 8% | 0.6 | 56 | 0.3% | Dengue-2 NS5 capping pilot replicate=1.2
Cc1ccc(NC(=O)C2CCCN(S(=O)(=O)c3c(C)noc3C)C2)nc1 (stereo unspecified) | 0.4% | -0.5% | -1% | 1% | -2% | 4% | -2% | -3.4 | 82 | 1.4%
Cc1nc(NC(=O)c2ccc(Cl)cc2)sc1-c1csc(Nc2cccc(F)c2)n1 | nt | -1.1% | -1% | -4% | nt | 13% | nt | nt | nt | 2.1%
COc1ccc(CNS(=O)(=O)CCNC(=O)c2ccc3c(c2)OCO3)cc1 | 1.4%[50 µM] | nt | nt | nt | 5% | 6% | 12% | -0.8 | 38 | -1.4%
O=C(O)/C=C/c1ccc([N+](=O)[O-])o1 | -0.4% | -1.3% | 21% | 13% | 6% | 18% | 12% | -0.6 | 98 | 1.5%
COc1ccc(NS(=O)(=O)c2cc(NC(=O)/C=C/c3cccs3)ccc2N2CCOCC2)cc1 | 3.7% | -0.1% | -11% | 24% | -7% | 16% | 11% | 1.2 | 38 | 1.7%
O=C(Cn1cnc2ccccc2c1=O)N1CCN(S(=O)(=O)c2ccc(F)cc2)CC1 | 0.1% | nt | nt | nt | -8% | nt | 2% | 1.8 | 62 | 0.8%
CC(=O)Nc1ccc(C(=O)N/N=C/c2ccncc2)cc1 | ? | 0.2% | 1% | 6% | -2% | 2% | -4% | 0.7 | 54 | 1.0%
N#C/C(=C\c1ccc(-c2cccc(C(F)(F)F)c2)o1)C(=O)Nn1cnnc1 | -0.7%[50 µM] | nt | 9% | 7% | -5% | 18% | 6% | 2.0 | 44 | 0.7%
Cc1ccc2c(c1)C1CN(C)CCC1N2C(=O)c1cccc(S(=O)(=O)N2CC(C)CC(C)C2)c1 (stereo unspecified) | 0.8% | -0.9% | -5% | -16% | 0% | 3% | -2% | -0.6 | 65 | -3.1%
COc1ccc(C2(C(=O)NCCCN(C)C)CCOCC2)cc1 | 0.2% | -0.5% | 4% | 3% | 2% | 18% | -3% | -0.4 | 53 | 0.0%
Cc1cccc(C(=O)NNC(=O)/C=C/C(=O)O)c1 | 0.4% | nt | 6% | 0% | -4% | 14% | 5% | 0.2 | 98 | 0.6%
O=C(COC(=O)c1ccc(F)cc1F)Nc1cccnc1Cl | 0.3%[50 µM] | nt | nt | nt | -3% | nt | 4% | -1.0 | 79 | 1.7%
O=[N+]([O-])c1cccc(-c2csc(CS(=O)(=O)Cc3ccco3)n2)c1 | nt | -0.4% | 2% | 24% | nt | 9% | nt | 0.8 | 52 | nt

Screening data (PubChem)
